hcDAF-12 act: activators of H. contortus DAF-12 nuclear receptor. HEK293 hcDAF-12 lit1-tk-luc reporter, luminescence; 0% DMSO, 100% Δ7-dafachronic acid. AID 652067. activation, % at 6.8 µM. actives 1.4% (n = 370,000);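 active = activation above the mean of all tested compounds plus 3 SD, cut at about 5.5% in these data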;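 also: 100% = response to 3 µM Δ7-dafachronic acid high control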
NPR2 activator: GC-B (human) receptor activation. P20594. actives 0.11% (n = 370,000). HEK293-GC-B cells, CNP EC30, cGMP TR-FRET; 0% at EC30 CNP, 100% saturating CNP. activation, % at 10 µM;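 active = activation at 10 µM reaching about 35% in either raw or pattern-adjusted values, limit read from the data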
KLK7 zymogen act: activators of human kallikrein-7 zymogen | P49862 | purified proKLK7, EDANS-DABCYL substrate fluorescence; 100% is mature enzyme control, 0% vehicle | activation, % at 7 µM | actives 0.9% (n = 370,000);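 active = activation above the mean of all tested compounds plus 3 SD, computed per campaign excluding outliers beyond control limits, cut at about 13% in these data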
Target sequence (P49862 whole entry, looked up): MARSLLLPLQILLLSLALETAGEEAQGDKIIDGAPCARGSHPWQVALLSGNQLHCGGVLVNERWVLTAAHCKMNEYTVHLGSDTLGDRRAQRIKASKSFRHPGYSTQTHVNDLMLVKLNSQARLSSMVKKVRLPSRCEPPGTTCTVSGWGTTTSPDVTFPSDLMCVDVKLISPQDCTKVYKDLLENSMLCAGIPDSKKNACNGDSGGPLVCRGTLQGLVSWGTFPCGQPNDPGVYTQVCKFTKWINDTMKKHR
DAX1 inh-1: inhibits human nuclear receptor DAX1; P51843; inhibition, % at 6.75 µM; actives 0.99% (n = 340,000); AID 504766; HEK293 Gal4-DAX1 luciferase reporter, luminescence;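 active = inhibition above the mean over all tested compounds plus 3 SD, cut at about 4.2% in these data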;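 also: 0% = DAX1-transfected cells with DMSO and 100% = empty-vector control cells with DMSO; inhibition shows as a rise in luminescence from relieved DAX1 repression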
Target sequence (P51843 207-470 limits assumed): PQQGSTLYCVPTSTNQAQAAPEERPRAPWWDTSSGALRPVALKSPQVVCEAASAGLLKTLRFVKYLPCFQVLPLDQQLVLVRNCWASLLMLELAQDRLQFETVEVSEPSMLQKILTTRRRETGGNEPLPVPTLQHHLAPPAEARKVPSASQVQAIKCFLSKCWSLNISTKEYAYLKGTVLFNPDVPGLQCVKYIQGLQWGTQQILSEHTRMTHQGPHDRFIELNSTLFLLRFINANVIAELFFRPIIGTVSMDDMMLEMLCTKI
DAX1 inh-2: DAX1 (NR0B1) inhibition, primary screen | HEK293T StAR-luciferase reporter, SF-1/DAX-1 repression relief | inhibition, % at 6.8 µM | actives 1.1% (n = 370,000) | AID 652010;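 active = inhibition above the mean over all tested compounds plus 3 SD, cut at about 3.6% in these data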;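 also: 0% = DAX-1 cells with DMSO and 100% = cells lacking DAX-1 with DMSO; higher inhibition means more luminescence from relief of DAX-1 repression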
FXN GAA850 act: frataxin GAA850 promoter activation; activation, % at 6 µM; HEK293 lucGAA850 FXN promoter luciferase reporter, 24 h; percent of 10 µM SAHA response; actives 0.56% (n = 360,000);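 active = activation above the average of all compounds screened plus 3 SD, cutoff fixed separately per campaign, cut at about 7.5% in these data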;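 also: 0% = DMSO wells and 100% = 10 µM SAHA wells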
ssDAF-12 act: activators of S. stercoralis DAF-12 nuclear receptor; HEK293 ssDAF-12/GRIP1 lit1-tk-luc reporter, luminescence; % of 3 µM dafachronic acid response; actives 1% (n = 370,000); activation, % at 6.8 µM;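 active = activation above the mean over all tested compounds plus 3 SD, cut at about 0.9% in these data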;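 also: 0% = DMSO-only wells and 100% = 3 µM delta7-dafachronic acid wells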
hgDAF-12 ag: activates the H. glycines DAF-12 receptor ligand-binding domain. activation, % at 6.8 µM. HEK293 GAL4-hgDAF12 UAS-luciferase reporter, agonist luminescence; normalized to butyrate control. actives 1.8% (n = 370,000);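 active = activation above a cutoff set at the mean of all screened compounds plus 3 SD, cut at about 10% in these data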;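 also: 0% = DMSO wells and 100% = sodium butyrate wells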
sPLA2-III inh: Inhibits HGIII-sPLA2 liposome hydrolysis, primary screen | Q9NZ20 | QFRET BODIPY PC-A2 liposome hydrolysis, fluorescence | inhibition, % at 12.2 µM | actives 0.56% (n = 370,000);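 active = inhibition above mean plus 3 SD of compounds lying within the high and low control bounds, cut at about 19% in these data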;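 also: 0% = median of test compound wells and 100% = no enzyme DMSO wells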
Target sequence (Q9NZ20 whole entry, looked up): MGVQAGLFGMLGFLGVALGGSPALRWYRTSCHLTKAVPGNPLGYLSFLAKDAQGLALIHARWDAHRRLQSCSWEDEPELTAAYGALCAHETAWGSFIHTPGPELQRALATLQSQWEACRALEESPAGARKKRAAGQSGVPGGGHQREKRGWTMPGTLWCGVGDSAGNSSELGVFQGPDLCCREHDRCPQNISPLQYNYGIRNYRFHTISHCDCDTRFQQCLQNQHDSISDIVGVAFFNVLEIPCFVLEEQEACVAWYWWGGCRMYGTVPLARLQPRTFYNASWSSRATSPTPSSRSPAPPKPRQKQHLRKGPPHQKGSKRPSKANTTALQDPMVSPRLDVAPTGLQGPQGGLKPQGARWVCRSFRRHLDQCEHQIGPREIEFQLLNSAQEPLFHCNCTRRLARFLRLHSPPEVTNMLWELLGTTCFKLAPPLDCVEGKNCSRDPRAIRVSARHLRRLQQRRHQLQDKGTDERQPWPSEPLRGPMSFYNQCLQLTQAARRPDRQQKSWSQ
SMARCA2 activ: increases SMARCA2 function in MMTV reporter cells | actives 1% (n = 370,000) | MG213 cells, MMTV-luciferase reporter, dexamethasone, overnight | activation, % at 9.1 µM | AID 652017; in the data active = activation above about 7.8%;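 also: 0% = vehicle wells and 100% = reference activator wells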
NPR1 activator: GC-A (human) enzyme activation | P16066 | HEK293 GC-A cells, cGMP TR-FRET, EC30 ANP; 0% at EC30 ANP, 100% saturating ANP | activation, % at 10 µM | actives 0.14% (n = 370,000) | AID 1671463; in the data active = activation above about 40%
* = called active by the depositor; / = no result given.

SMILES | hcDAF-12 act | NPR2 activator | KLK7 zymogen act | DAX1 inh-1 | DAX1 inh-2 | FXN GAA850 act | ssDAF-12 act | hgDAF-12 ag | sPLA2-III inh | SMARCA2 activ | NPR1 activator
COC(=O)c1cccc(NC(=O)CSc2nnc(C)n2C)c1 | 0.9 | 1 | 0.0 | 0.1 | -1.1 | -2.0 | -1.1 | 1.9 | 5 | -2 | 4
O=C(c1ccccc1)c1ccccc1NC(=O)C1CCCN1Cc1ccccc1 (stereo unspecified) | -0.7 | -5 | -0.3 | -0.1 | -0.8 | 1.0 | -1.1 | 0.3 | -6 | -3 | -5
CCOc1ccc(CN(C)C(=O)c2ccc(NS(=O)(=O)c3ccc4[nH]c(=O)[nH]c4c3)cc2)cc1 | -0.5 | -1 | 0.3 | 0.5 | 1.3 | 1.9 | -1.1 | -1.3 | -11 | 0 | 4
COc1ccccc1NC(=S)N1CCN(C(=O)c2ccco2)CC1 | 0.1 | 4 | 0.3 | -0.7 | 0.7 | -0.3 | -1.6 | -1.7 | 1 | 2 | 0
Cc1ccc(F)cc1NC(=O)CSCc1c(C)noc1C | -1.0 | 0 | 0.6 | -0.2 | -1.6 | 3.2 | -1.6 | 1.2 | -3 | -3 | 0
O=C(NC1CC1)c1ccc(N2CCCCC2)c([N+](=O)[O-])c1 | -2.4 | -6 | -0.2 | 0.0 | -0.3 | 4.9 | -1.1 | 1.9 | 8 | 0 | 1
C#CCOCCOCCOCCNc1nc(N2CCN(C(=O)[C@H](CO)n3cc([C@@H](N)C(C)C)nn3)CC2)nc(N2CCN(C(=O)[C@H](CCC(=O)O)n3cc([C@@H](N)CCCCN)nn3)CC2)n1 | 0.5 | 4 | -0.1 | -0.5 | -0.3 | -2.3 | -0.1 | 0.1 | 2 | -3 | 1
COc1ccc(CNC(=O)C(C)NCc2ccccc2Cl)cc1 (stereo unspecified) | 1.8 | -5 | -0.5 | -0.5 | 0.7 | 0.8 | 0.3 | -1.1 | 5 | 1 | -3
CCOC(=O)CCCNC(=O)CN1C(=O)NC2(CCCCCC2)C1=O | -0.9 | 3 | 0.1 | 0.5 | -0.5 | -2.4 | -0.5 | 1.2 | -1 | 1 | 6
O=C(NCc1ccccn1)C1CCCN(S(=O)(=O)c2ccccc2)C1 (stereo unspecified) | -0.2 | 0 | -0.2 | -0.2 | 0.2 | -0.4 | -0.7 | 0.6 | 1 | -1 | 1
CC1(C)CC(=O)C(C2=NC3(CCCCCC3)Cc3ccccc32)=C(O)C1 | -0.5 | 5 | 0.0 | 2.1 | 0.1 | 0.9 | -1.6 | 0.0 | 8 | -7 | 3
CS(=O)(=O)Nc1ccc(C(=O)Nc2ccccc2C(=O)NCc2ccco2)cc1 | -2.0 | 0 | 0.0 | -0.7 | 0.7 | -0.7 | -1.6 | -3.2 | -1 | 0 | -3
O=C(CNc1cc(S(=O)(=O)N2CCOCC2)ccc1N1CCCC1)Nc1ccc(Cl)cc1 | -0.4 | 7 | -0.1 | -1.1 | 0.2 | 1.2 | -1.3 | -1.2 | 0 | -4 | 0
COC(=O)c1ccccc1C(=O)N1CCOCCOCCOCC1 | 0.0 | -4 | -0.4 | 0.1 | 0.3 | -0.7 | -0.9 | -1.7 | 5 | 1 | 4
CC(C)CN1C(=O)[C@]2(CC(=O)N(C)C2c2ccccc2)c2cc(-n3cc(CCCC#N)nn3)ccc21 (stereo partly specified) | 3.1 | 4 | -0.2 | / | 0.1 | / | -1.1 | -0.1 | 8 | -4 | 4
Cc1ccccc1C(=O)Nc1nnc(SCC(=O)NC2CC2)s1 | 4.2 | 0 | 0.0 | 2.3 | 7.4* | 1.9 | -0.3 | 8.3 | 9 | 6 | -2
Cc1ccc(Sc2ncccc2C(=O)NCC(c2ccc(F)cc2)N2CCOCC2)cc1C (stereo unspecified) | -2.0 | -3 | 0.1 | -0.1 | 1.0 | -0.6 | -0.5 | -1.0 | -13 | -2 | -2
CC(=O)c1cccc(NC(=O)N2C3CCC2CC(NC(=O)C2CC2)C3)c1 (stereo unspecified) | -2.6 | -3 | 0.0 | -0.3 | 0.2 | -0.8 | -1.4 | 1.4 | -2 | 5 | 0
C=CCn1c(SCC(=O)Nc2ccccc2F)nc2ccccc2c1=O | -2.0 | 6 | 0.1 | -1.7 | -0.7 | 2.1 | -0.4 | -0.1 | 1 | -1 | 5
O=C(CSc1n[nH]c(=O)[nH]c1=O)Nc1ccccc1C(=O)c1ccccc1 | -1.4 | 5 | -0.4 | -0.2 | -0.1 | 2.6 | -1.4 | -1.8 | 6 | 2 | -3
NC(=O)Nc1ccc(C(=O)OCC(=O)N(Cc2ccccc2)C2CCS(=O)(=O)C2)cc1 (stereo unspecified) | 0.2 | -8 | 0.6 | -1.9 | 0.5 | 0.5 | -0.6 | -1.3 | -1 | -1 | 1
O=C(Nc1ccc(F)c(Cl)c1)c1cc(C2CCCCN2C(=O)C2CC2)on1 (stereo unspecified) | -0.1 | -2 | 0.2 | / | -0.2 | 0.9 | -1.4 | -0.2 | -5 | -3 | 0
Cc1cc(C)c(NC(=O)CSc2nc3ncc(Cl)cc3[nH]2)c(C)c1 | -0.1 | 2 | 0.1 | 0.0 | -0.5 | -0.2 | -1.1 | 0.6 | -9 | 0 | 0
CC1=C(C#N)C(c2ccc3ncccc3c2)C(C#N)=C(C)N1 | -2.0 | -1 | 0.3 | -0.4 | 0.4 | -0.1 | -1.7 | -0.1 | 18 | -4 | -2
COc1cc(C2C3CN(C)CC=C3C(C#N)=C(N)C2(C#N)C#N)ccc1OC(C)C (stereo unspecified) | -1.2 | -2 | 0.8 | -0.5 | -0.1 | -2.1 | -1.5 | 0.2 | -6 | 1 | 1
CN(C)CCNC(=O)c1cccc(-c2cnc3c(NC=O)cc(-c4cccs4)cn23)c1 | -0.9 | -5 | 0.4 | / | 1.4 | 0.0 | -1.6 | 0.4 | 0 | -1 | -3
COc1ccc(C)cc1NC(=O)NCCC1=CCCCC1 | -1.0 | -2 | -0.8 | -0.4 | 0.3 | 0.4 | -1.3 | -4.6 | -3 | -3 | -4
C/C(=N/N1CCN(c2ccccc2)CC1)c1cccc([N+](=O)[O-])c1 | -0.3 | 4 | 0.2 | -0.1 | 0.1 | 4.7 | -1.2 | 3.9 | 7 | 5 | -3
CCCCN(CCCC)CCNC(=O)CNC(=O)c1cccs1 | 0.2 | 0 | 0.3 | 0.1 | 0.3 | -0.8 | -0.9 | -1.4 | 3 | -3 | 2
O=C(O)C(C(=O)O)=C1C2CC3CC(C2)CC1C3 | 1.1 | 0 | 0.2 | 1.3 | 0.1 | 1.7 | -1.5 | -0.5 | 0 | -6 | -1
Cc1ccc(C(=O)SC2=NCCS2)cc1 | -0.4 | / | 0.6 | 0.6 | 0.4 | -2.0 | -0.2 | -2.0 | 2 | -4 | /
Cc1cc(C)nc(/N=C2\NC(=O)CC3C(=O)NCCN23)n1 (stereo unspecified) | -0.9 | 4 | -0.6 | 1.5 | -0.5 | -0.5 | -1.3 | 2.2 | 5 | -4 | -3
CCCOc1ccc(C(=O)N(Cc2cccs2)C2CCS(=O)(=O)C2)cc1 (stereo unspecified) | -0.5 | 6 | 0.4 | 0.1 | -1.3 | 1.0 | -1.3 | 0.2 | -4 | -2 | 0
S=c1[nH]nc(-c2cccs2)n1/N=C/c1cn(-c2ccccc2)nc1-c1ccccc1 | 1.2 | -2 | 0.2 | 1.3 | 0.2 | 2.6 | -0.9 | 0.2 | 2 | 0 | 2
COc1ccc(/C=C2\SC(=S)N(NC(=O)c3csc4c3CCCC4)C2=O)cc1 | -2.0 | 0 | 0.2 | 1.2 | -0.6 | 1.8 | -0.9 | 0.7 | -1 | 0 | 1
Cc1nn(S(=O)(=O)c2ccc(C(C)C)cc2)c(C)c1S(=O)(=O)N1CCOCC1 | -0.5 | -4 | 0.4 | 0.0 | 1.4 | 1.0 | -1.5 | 0.4 | -3 | 0 | 1
O=C(c1ccc(Cl)cc1)N1CCCCC(Cl)C1=O (stereo unspecified) | 1.1 | 5 | -0.5 | 0.1 | -3.2 | -0.5 | -0.9 | 1.5 | -1 | 0 | 4
COc1ccc(-c2nc(C(=O)O)cs2)cc1OC | 1.8 | 1 | 0.7 | 1.9 | 0.6 | 0.0 | -1.6 | -1.5 | 1 | -2 | 4
O=C(NCCCN1CCOCC1)c1cc2c([nH]c3ccccc32)c(-c2cccc(Br)c2)n1 | -1.7 | 25 | -4.9 | -2.8 | -1.7 | 0.1 | -1.9 | 1.2 | -10 | 2 | 30
CC(=O)C1=C(O)C(=O)N(c2ccc(Br)cn2)C1c1ccc(Br)cc1 (stereo unspecified) | 2.3 | -9 | 0.3 | 1.6 | 0.1 | -0.5 | -0.5 | 6.8 | -1 | -2 | 4

Full records as entered above. Screens in order: hcDAF-12 act | NPR2 activator | KLK7 zymogen act | DAX1 inh-1 | DAX1 inh-2 | FXN GAA850 act | ssDAF-12 act | hgDAF-12 ag | sPLA2-III inh | SMARCA2 activ | NPR1 activator
`O=C(O)C(C(=O)O)=C1C2CC3CC(C2)CC1C3` as listed: 1.1 | 0 | 0.2 | 1.3 | 0.1 | 1.7 | -1.5 | -0.5 | 0 | -6 | -1
`COc1cc(C2C3CN(C)CC=C3C(C#N)=C(N)C2(C#N)C#N)ccc1OC(C)C` (stereo unspecified) as listed: -1.2 | -2 | 0.8 | -0.5 | -0.1 | -2.1 | -1.5 | 0.2 | -6 | 1 | 1

(further entries)
SMILES | hcDAF-12 act | NPR2 activator | KLK7 zymogen act | DAX1 inh-1 | DAX1 inh-2 | FXN GAA850 act | ssDAF-12 act | hgDAF-12 ag | sPLA2-III inh | SMARCA2 activ | NPR1 activator
C1CCc2nnc(-c3nnc4n3CCCCC4)n2CC1 | 2.1 | 7 | 0.3 | -1.3 | 0.3 | 0.6 | -0.6 | 1.6 | 0 | 6 | 1
CCOC(=O)C1=C(N)n2c(s/c(=C\c3cccs3)c2=O)=C(C(=O)OCC)C1c1cccs1 (stereo unspecified) | 0.7 | -2 | -0.1 | 0.7 | -1.8 | -4.8 | -1.0 | 4.1 | -9 | -2 | -4
CCCCCn1c(N2CCCC2)nc2c1c(=O)n(C)c(=O)n2C | -3.6 | 0 | -0.3 | 0.0 | -0.6 | 2.6 | -1.9 | -2.3 | 4 | -3 | -3
CSc1ccccc1OCc1cc(C(=O)N(C)CCn2nc(C)cc2C)no1 | 4.0 | 1 | -0.1 | -0.3 | -1.3 | 3.5 | -1.0 | 3.4 | -9 | 4 | 2
Cc1ccccc1C(=O)NC(=S)Nc1ccc2[nH]c(=O)[nH]c2c1 | 0.7 | -5 | -0.7 | -0.9 | -0.7 | 1.1 | -0.9 | 1.1 | 7 | 0 | -4
CC(=O)c1ccc(-n2c(CCC(=O)O)ccc2-c2ccc(Cl)cc2)cc1 | -0.2 | -3 | -0.7 | -0.7 | -0.1 | -0.4 | -0.7 | -3.4 | -11 | -3 | -5
CCCCN(CC)S(=O)(=O)c1ccc2c(c1)n(C)c(=O)c(=O)n2C | 1.2 | -5 | 0.5 | -1.4 | 0.4 | 1.8 | -1.2 | 3.6 | 10 | -1 | 4
COc1ccc(-c2cc(C(F)(F)F)nc(SCC(=O)Nc3ccc4c(c3)OCO4)n2)cc1OC | -0.9 | -8 | 0.1 | -2.5 | -0.8 | 1.7 | -1.8 | -2.8 | -4 | 3 | 2

Bioassay records: PubChem, several laboratories
